Yeast life ext: compounds extending yeast replicative lifespan, primary screen, S. cerevisiae, OD615. S. cerevisiae growth with nicotinamide; deaD strain in restrictive glucose medium. inhibition of the nicotinamide effect, % at 10 µM. 130,000 compounds, 0.68% hits. AID 775, 2007;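 active means inhibition above a set limit, placed 3 SD over the median of all compounds, cut at about 26% in these data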;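 further: 0% = nicotinamide-treated wells and 100% = cells grown without nicotinamide; some compounds called inactive have numbers as strong as hits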
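Buffer or medium: CSMM-D glucose medium, restrictive; test system: modified budding yeast, DeaD strain; compound: single dose 10 µM compound, 0.25% DMSO; schedule: culture preincubation 4 h, compound exposure 48 h, both 30 °C; detection: optical density (absorbance) at 615 nm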
Yeast growth inh: growth inhibitors of yeast BB579 in restrictive medium, primary screen, yeast lifespan-shortening project, S. cerevisiae | OD615, 48 h | 140,000 compounds, 0.51% hits | inhibition, % at 10 µM;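 active means inhibition above a set limit, 3 SD over the mean compound inhibition, cut at about 44% in these data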; further: inactives centre near -24
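controls = amphotericin B 10 µg/mL, positive | assay system = DeaD yeast strain BB579 | schedule = 48 h compound exposure at 30 °C after 4 h preincubation | detection = OD615 turbidity measurement | medium = restrictive CSMM-D medium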
HCT116 PTEN-null: growth suppression of PTEN-null HCT116, primary screen, cell-based, CellTiter-Glo | HCT116 PTEN-null viability, 60 h; active compounds read low | viability, % at 10 µM | 140,000 compounds, 1.2% hits | AID 827, 2007;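 active means viability at or below a set limit, 4 SD under the median of all tested compounds, cut at about 3.7% in these data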;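 further: PTEN knockout HCT116 line with beta catenin targeted HCT116 as companion control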
E-sel TNF inh: E-selectin induction blockers in HUVEC – imaging, immunofluorescence, high content, primary screen | inhibition, % at 2 µM | HUVEC TNFa-induced E-selectin immunofluorescence | 120,000 compounds, 0.71% hits;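 active means inhibition above the batch mean plus 3 SD, and confirmed as a hit on visual image review, cut at about 43% in these data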;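 further: 0% = TNF-stimulated DMSO wells and 100% = unstimulated control wells; not every result past the cut was called active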
MRP-1 activ: H69AR viability gain despite doxorubicin, primary screen, MRP-1 activator project, H69AR cells, CellTiter-Glo; viability rescue; 140,000 compounds, 0.61% hits; viability increase, % at 10 µM;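 active means viability gain under doxorubicin at or above a set limit, the compound median plus 3 SD, cut at about 4.7% in these data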;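 further: MRP-1 overexpressing cells given doxorubicin 25 µM after compound pretreatment; 18-22 h compound pretreatment then 72 h with doxorubicin before readout; 0% = doxorubicin-only wells and 100% = vehicle-treated cells without doxorubicin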
Phagocyt inh: inhibitors of macrophage phagocytosis, primary screen, imaging, J774A.1 cells, IgG beads | J774A.1 macrophage IgG-bead phagocytosis | 110,000 compounds, 0.07% hits | inhibition, % at 5 µM;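 active means inhibition above the mean of the plate negative controls plus 5 SD, cut at about 13% in these data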;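 further: phagocytic index as fraction of beads internalized from green versus red external bead signal; plate controls were DMSO negative control for no effect and cytochalasin-D positive control for full effect; some results beyond the cut were filed as inactive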
Measles CPE: compounds protecting cells from measles virus cytopathic effect, primary screen, measles RdRp inhibitor project, single point, MLSMR library, absorbance | Measles virus-infected cells, CPE protection | 140,000 compounds, 1.5% hits | protection (pct of control), % at 4 µM; in the data active means protection mostly above about 24%, no sharp cut-off; inactive means mostly below about 26%; further: some compounds called inactive have numbers as strong as hits
HCT116 bCat-KO: primary screen for growth suppressors in beta-catenin knockout HCT116 cells (colon tumor, human). viability, % at 10 µM. HCT116 beta-catenin knockout viability, CellTiter-Glo, 60 h; active compounds read low. 140,000 compounds, 1.5% hits;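 active means viability at or under a set limit, the compound median less 4 SD, cut at about 6% in these data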;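 further: 0% = Hyamine 1622 control at 20 µM and 100% = untreated cell control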
NPY-Y2 antag: NPY-Y2 receptor antagonists, primary screen, cell-based; Neuropeptide Y receptor type 2 (Homo sapiens), P49146; NPY-Y2 expressing cells, antagonist mode; inhibition, % at 2.7 µM; 140,000 compounds, 0.99% hits; AID 793, 2007; in the data active means inhibition above about 17%;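 further: 0% = vehicle with agonist challenge and 100% = reference antagonist with challenge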
Target sequence (P49146 whole entry, looked up): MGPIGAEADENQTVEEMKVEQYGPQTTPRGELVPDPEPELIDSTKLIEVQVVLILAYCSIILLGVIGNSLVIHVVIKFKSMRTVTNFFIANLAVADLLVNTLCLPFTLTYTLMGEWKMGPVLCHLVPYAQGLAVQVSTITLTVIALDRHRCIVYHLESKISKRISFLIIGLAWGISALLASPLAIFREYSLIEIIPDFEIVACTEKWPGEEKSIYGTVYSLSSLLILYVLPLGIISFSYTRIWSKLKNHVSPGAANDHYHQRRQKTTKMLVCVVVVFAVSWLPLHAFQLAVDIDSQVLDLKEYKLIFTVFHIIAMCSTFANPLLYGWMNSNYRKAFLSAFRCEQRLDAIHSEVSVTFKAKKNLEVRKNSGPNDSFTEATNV
GALR2 blocker: GALR2 antagonists in receptor-expressing cells, primary screen. Galanin receptor type 2 (Homo sapiens), O43603. antagonist mode. 140,000 compounds, 0.39% hits. inhibition, % at 4 µM; in the data active means inhibition above about 27%;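 further: cells stimulated with galanin 1-16 at roughly its EC80; 0% = agonist challenge control and 100% = basal control without agonist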
Target sequence (O43603 whole entry, looked up): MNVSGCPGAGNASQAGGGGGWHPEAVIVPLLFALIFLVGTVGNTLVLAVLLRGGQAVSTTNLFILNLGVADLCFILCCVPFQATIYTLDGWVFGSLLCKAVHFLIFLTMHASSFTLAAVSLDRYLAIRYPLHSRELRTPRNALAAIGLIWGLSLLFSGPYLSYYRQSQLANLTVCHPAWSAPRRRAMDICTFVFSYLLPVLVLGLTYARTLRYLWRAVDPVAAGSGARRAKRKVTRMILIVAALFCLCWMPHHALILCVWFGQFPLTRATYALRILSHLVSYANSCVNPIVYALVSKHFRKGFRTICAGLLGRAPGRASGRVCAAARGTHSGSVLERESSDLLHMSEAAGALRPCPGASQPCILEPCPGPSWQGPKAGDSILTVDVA
* marks the source's active call; other numbers are inactive results; · = not tested or not shown.

SMILES	Yeast life ext	Yeast growth inh	HCT116 PTEN-null	E-sel TNF inh	MRP-1 activ	Phagocyt inh	Measles CPE	HCT116 bCat-KO	NPY-Y2 antag	GALR2 blocker
C(=N\n1cnnc1)/c1cn(Cc2ccccc2)c2ccccc12	-10	-16	80	-13	-2.5	0	2	80	0	7
CC1CN(S(=O)(=O)Cc2ccccc2)CC(C)O1 (centres undefined)	0	-30	95	-13	-1.8	0	3	91	2	-1
O=C(CCC(=O)N(CC(=O)NC1CCCC1)C1CCCC1)Nc1ccccn1	1	-1	95	-9	-1.2	1	6	92	2	4
Cc1ccccc1-n1nc2c(c1NC(=O)c1ccc(Br)o1)CSC2	-2	-2	96	·	0.7	-1	12	97	1	-10
COc1ccc(NC(=O)CC2C(=O)N(c3ccc(F)cc3)C(=S)N2NC(=O)c2ccccc2)cc1 (centres undefined)	5	-43	86	-4	6.4*	-8	25	98	-2	1
COc1cccc(C(=O)Nc2ccccc2N2CCCC2)c1	-16	-74	88	1	-0.2	·	14	87	1	0
Cc1cc(N)ccc1S(C)(=O)=O	·	-1	97	-30	-1.9	·	6	95	-1	-11
CCN(CC)c1ccc(/C=C(/C#N)C(=O)NCc2ccccc2)o1	0	-23	106	17	1.4	·	18	100	1	-4
CCn1c(/C=C/c2ccccc2)nc2ccccc21	-27	-10	55	-52	-4.7	·	10	50	9	7
FC(F)(F)c1ccccc1NC(=S)N1CCN(c2ncccn2)CC1	-11	-48	95	-60	-2.3	-4	5	87	-1	9
Cc1cccc(S(=O)(=O)N(CC(=O)Nc2ccccc2C)Cc2ccco2)c1	-6	-6	78	22	-2.5	-2	9	76	2	-9
Cc1ccc[n+](CC(=O)Nc2ccc([N+](=O)[O-])cc2Cl)c1	-22	-33	103	·	-1.9	-1	6	85	1	-4
CC1CCCC(C)N1C(=O)CSc1nc2ncnc(N)c2[nH]1 (centres undefined)	-5	-10	99	-13	-2.6	-1	12	99	3	-9
Nc1nc(N)c2sc3nc(C(F)(F)F)cc(C(F)(F)F)c3c2n1	·	-11	74	8	-1.7	·	6	68	0	5
Nc1nc(-c2ccco2)nn1C(=O)c1ccc(Cl)cc1	-21	1	98	4	0.7	·	12	95	1	-1
Cc1cc(C)cc(CC(Cc2nc3ccccc3[nH]2)c2nc3ccccc3[nH]2)c1 (centres undefined)	-6	5	34	-20	-4.5	-1	37*	49	6	1
COc1ccccc1NS(=O)(=O)c1ccc(NN=C2CCCCC2)c([N+](=O)[O-])c1	1	-43	80	10	-1.4	1	13	80	0	3
CCOc1cc(C2C(C#N)=C(N)SC(N)=C2C#N)ccc1OCCN1CCOCC1	-10	-36	104	10	-1.3	-1	3	96	2	-9
CCNC(=S)N/N=C/c1cn(Cc2ccccc2F)c2ccccc12	-6	-16	66	·	-1.3	-8	·	70	9	0
O=C(O)c1cnc(-c2ccccc2)nc1Sc1ccc(Cl)cc1	-8	-13	92	1	-2.3	·	5	102	0	-2
COc1ccc(-c2cc(C(=O)NCc3cccnc3)no2)cc1	-25	-27	93	11	-2.5	0	9	86	1	1
COc1ccc(NC(=O)C2CCN(C(=O)c3ccccc3)CC2)c(OC)c1	-5	-22	96	20	0.3	-1	15	98	1	-1
CO/N=C(\C)c1ncc(C(F)(F)F)cc1N1CCOCC1	-7	7	108	17	0.5	0	12	98	-1	-3
CCCn1c(=O)c2ccccc2n2c(SCCOc3ccc(Cl)cc3)nnc12	-17	-31	80	·	-1.8	1	20	84	13	9
Cc1cc(NC(=O)CCNS(=O)(=O)c2cc(Br)cnc2N)ccc1Br	3	-27	71	8	-2.1	0	32	71	-5	-10
CCOC(=O)c1ccc(N2CCN(c3ccc(F)cc3)CC2)c(NC(=O)Nc2cccc(OC)c2)c1	0	-19	72	9	-3.1	-13	5	80	3	-2
COc1ccc(N(CCN2C(=O)c3ccccc3C2=O)C(=O)c2cccc([N+](=O)[O-])c2)cc1	19	-29	91	19	-1.5	-3	9	91	0	-12
NC(=O)CC1NC(=O)c2cc([N+](=O)[O-])cc(I)c2OCCC(C(N)=O)NC(=O)[C@@H]2CCCN2C1=O (some centres undefined)	1	-24	99	-4	-0.2	·	11	101	-2	-5
Cc1ccc(OCc2nc(-c3ccc(-n4cccc4)cc3)no2)cc1C	-4	13	94	·	0.8	-1	6	96	2	-14
CCc1ccc(-c2nc(-c3ccncc3)no2)cc1	-22	-3	86	3	5.8*	-1	21	83	1	1
O=[N+]([O-])c1ccc(NCCNS(=O)(=O)c2ccccc2)c(C(F)(F)F)c1	-8	-23	78	-32	-2.4	·	10	83	-2	3
Cc1ccc(-n2nc(C)c(Sc3ccccc3[N+](=O)[O-])c2N)cc1	2	-24	76	·	-1.6	-7	26	73	7	19
COc1ccc(Nc2nc(C)nc3c2nnn3Cc2ccccc2)cc1OC	·	-33	87	-1	-1.2	·	24	88	0	2
CCOc1ccc(Br)cc1S(=O)(=O)Nc1ccc(NC(=O)c2ccccc2C)cc1	1	-17	49	·	-2.3	-12	3	55	-1	7
Cc1nc(SCC(=O)NCCc2ccccc2)c2oc3ccccc3c2n1	-1	-43	79	21	-4.0	·	10	101	-2	6
O=C(N/N=C\c1ccccc1OCc1ccccc1)c1ccco1	16	-48	45	-18	-3.4	-1	7	47	3	11
CCN(CC)c1ccc(/C=C(\C#N)c2ccccn2)cc1	-1	-23	62	8	-2.3	1	6	63	8	3
CCOc1cc(/C=N/n2cnnc2)ccc1OC(=O)c1cccc([N+](=O)[O-])c1	-29	-33	82	42	-1.7	·	10	84	-1	-2
CCC(=O)c1ccc(OCC(O)CN(CCc2ccccc2)Cc2ccccc2)cc1 (centres undefined)	-11	-36	49	-42	-5.6	7	6	25	5	2
CCC(CC)NC(=O)/C=C/c1ccccc1Cl	-2	-47	81	·	0.2	1	19	84	6	14
COC(=O)Cc1[nH]n(-c2nc3ccccc3s2)c(=O)c1C(C)=O	-8	-32	96	2	-0.6	-1	2	83	4	-12
CCc1ccc(OCC(=O)Nc2ncc3c(n2)CC(C)(C)CC3=O)cc1	1	-23	111	·	-2.0	2	35	99	1	0
COc1ccc(-c2c(C#N)c(N)nc3sc(C(=O)c4ccccc4)c(N)c23)cc1	3	-45	65	·	12*	-11	3	83	2	-6
O=C(NCc1n[nH]c(=S)n1-c1ccc(F)cc1)c1ccc(S(=O)(=O)N2CCCC2)cc1	-12	11	99	21	-0.1	-1	2	88	4	1
CN(C)S(=O)(=O)c1ccc(C(=O)Nc2ccc(S(=O)(=O)NC3=NCCCCC3)cc2)cc1	-14	-17	96	23	-2.6	-1	7	74	1	-1
Cc1ccc(Cl)cc1N1CCN(C(=O)c2cccc3c(=O)c(C)c(-c4ccccc4)oc23)CC1	-1	-12	1.2*	·	-6.1	2	2	1.3*	15	11
CCOc1ccc(OCC)c(S(=O)(=O)NCc2ccc3c(c2)OCO3)c1	3	3	83	·	-0.8	0	11	77	·	·
O=C(O)c1cccc(-n2cccc2/C=N/O)c1	-5	-18	111	1	-2.0	-1	4	98	-1	8
C(=NC12CN3CN(CN(C3)C1)C2)c1ccc2c(c1)OCO2	-6	-49	103	·	-0.8	-1	3	96	1	0
CC(C)CSc1nc2c(c(=O)[nH]c(=O)n2C)n1CCc1ccccc1	-13	-19	69	7	-2.1	-1	6	58	2	3
(listing goes on)
SMILES	Yeast life ext	Yeast growth inh	HCT116 PTEN-null	E-sel TNF inh	MRP-1 activ	Phagocyt inh	Measles CPE	HCT116 bCat-KO	NPY-Y2 antag	GALR2 blocker
Cc1ccc(C(=O)Nc2nnc(-c3ccco3)o2)cc1	-6	-27	66	18	-1.8	·	8	68	0	4
O=C(CCCC(=O)N(CC(=O)NC1CCCCC1)Cc1ccccc1)Nc1ccccn1	6	-53	94	-18	0.1	·	4	93	6	12
CC(=O)Nc1ccc(/C(C)=N/Nc2nc(Nc3cccc4ccccc34)nc(N3CCOCC3)n2)cc1	-6	-9	31	-8	-3.7	-1	3	36	-1	4
Oc1ccc(-c2nc3ccc4ccccc4c3c3c2CCC3)cc1O	-9	20	54	6	-2.9	-1	2	47	2	4
O=C(Nc1nc(-c2ccccc2)cs1)C1c2ccccc2Oc2ccccc21	-3	-30	76	-37	-0.7	0	24	68	5	2
O=C(/C=C/c1ccc(S(=O)(=O)N2CCOCC2)cc1)NCc1ccc(Cl)cc1	1	-35	85	·	-2.5	-12	10	76	3	8
Fc1ccc(C(c2ccc(F)cc2)N2CCN(C/C=C/c3ccccc3)CC2)cc1	3	-38	11	·	-1.1	·	36	7	3	0
COC(=O)c1ccccc1NC(=O)Nc1nnc(N2CCC(C)CC2)s1	-10	13	79	12	0.8	0	3	87	-1	-5
COC(=O)c1cccc(NCN2C(=O)c3ccccc3C2=O)c1	-9	-8	96	-26	-0.2	-1	3	105	5	-10
COc1ccccc1NC(=O)C/C(N)=N/O	-3	-23	106	-6	-0.8	2	4	97	3	-5
N#Cc1ccsc1NC(=O)COC(=O)c1ccc2ccccc2c1	5	-36	88	97*	-4.0	2	6	96	9	0
CCn1c(SCc2cccc(C)c2)nnc1-c1ccc(C)cc1	-12	-13	69	28	-3.4	0	30	69	10	-12
COC(=O)Nc1ccc(S(=O)(=O)N(CCO)CCO)cc1	-4	-7	99	8	-0.4	0	16	91	1	-8
CC1CN(S(=O)(=O)c2cccc(C(=O)OCC(=O)c3cccs3)c2)CC(C)O1 (centres undefined)	-6	1	101	-1	-0.7	0	11	98	2	0
COC(=O)c1ccccc1NC(=O)Nc1cccs1	·	1	85	-2	-1.4	·	2	85	0	-16
Cc1ccc2[nH]c(=O)c(CN(Cc3ccccc3)Cc3nnnn3C3CCCC3)cc2c1	-7	-36	38	·	-2.3	-2	10	44	2	-4
CC(C)c1c(O)nc(SCCN(C)C)[nH]c1=O	-2	-42	88	35	0.8	-1	15	100	0	0
O=C(CCCSc1nc2ccccc2[nH]1)NCc1ccc(Cl)cc1	3	-11	93	·	2.4	-1	15	78	3	-1
COc1ccc(CCNS(=O)(=O)c2cccc(S(=O)(=O)N3CCCC3)c2)cc1OC	-8	-45	91	-19	-1.9	0	5	93	1	-8
COC(=O)c1cccc(NC(=O)CSc2ncn[nH]2)c1	-7	-20	94	9	-1.9	-1	24	94	4	1
Cn1cccc1Cc1nnc(SCC(=O)Nc2ccc3c(c2)OCO3)n1CCc1ccccc1	-1	-45	68	-11	-5.5	0	9	72	-3	14
O=C1OC(OC(=O)c2ccccc2Br)C(N2CCOCC2)=C1Cl (centres undefined)	-1	-33	105	-16	-1.7	-11	3	92	3	3

Compound activity from PubChem BioAssay.
